Assay outcomes (PubChem)
KDM5B inh: KDM5B demethylase inhibition; AID 1347165; KDM5B demethylase, FDH-coupled NADH fluorescence (FDH is formaldehyde dehydrogenase); hit rate 2.6% among 220,000; Q9UGL1; Potency, µM (series often up to 57.7 µM), for inactives: top-dose activity change, negative = inhibition, most hits filed as inhibitors; active means well fitted inhibition curve with a large enough effect; inconclusive means small, poorly fitted or top-dose-only effect; inactive means no such curve, though single readings can be large or run the other way; further: 0% is about no effect; nearly all actives have a fitted effect of over 70% in size
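Inhibition is measured as reduced NADH fluorescence generation from FDH coupling to formaldehyde release. Truncated KDM5BΔAP at 200 nM final acts on H3K4me3 peptide (12.5 µM in substrate mix) in pH 7.5 HEPES buffer with Tween-20, 30 min, room temperature.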
An asterisk follows results filed as active; & = joins results of further samples; [ ] = another dose, or the depositor's remark. Potency means the concentration at half of the fitted maximal effect. Only part of the results is shown (hit frequency here may not be typical).

For COc1cc(NC(=O)CSc2nc3nc(C)c(Cc4ccccc4)c(C)n3n2)cc(OC)c1OC the results were KDM5B inh 5.6%&8.0%.
Cc1cccc(N(C)S(=O)(=O)c2nnc(NC(=O)C(C)(C)C)s2)c1 was read as KDM5B inh -2.8%.
For Cc1c(Cl)cccc1-n1ncc(C(=O)NCc2cccs2)c1C1CCN(C(=O)OC(C)(C)C)CC1 the results were KDM5B inh -15.1%.
For Cc1ccc(-c2noc3ncnc(NCCC(C)C)c23)cc1 the results were KDM5B inh -3.9%.
`O=C(Cc1ccsc1)NCC12CC3CC(CC(C3)C1)C2` gave KDM5B inh 13.4%.
`Cc1cc(OC(=O)c2cccs2)cc(OC(=O)c2cccs2)c1` gave KDM5B inh 10.1%.
For CN1CC(=O)N(C2CCCNCC2)Cc2c(NC3CCCC3)ncnc21 (stereo unspecified) the results were KDM5B inh inconclusive.
Screening CCCCNC(=O)c1cccc(CN2C(=O)CC(c3ccccc3C)C(C(=O)OCC)=C2C)c1 (stereo unspecified) returned KDM5B inh -13.4%.
Screening O=C(CSc1nccn1C1CCCC1)Nc1cc(C(F)(F)F)ccc1Cl returned KDM5B inh -4.7%.
NC(=S)N/N=C/C(Cl)=C/c1ccc([N+](=O)[O-])cc1 was read as KDM5B inh inconclusive.
`CC(C)(C)c1ccc(Oc2ccc(NC(=O)CCC(=O)O)cc2)cc1` gave KDM5B inh 18.0%.
For O=C(O)C1(c2ccc(Cl)cc2)CCOCC1 the results were KDM5B inh 5.0%.
COc1ccc2oc(=O)c(-c3csc(/C(C#N)=C/c4ccc(F)cc4)n3)cc2c1 was read as KDM5B inh -10.0%.
For Cc1ccc(NC(=O)Nc2cccc(-c3ccc(N4CCOCC4)nn3)c2)cc1 the results were KDM5B inh 0.6%.
O=C1/C(=C/c2ccc3ccccc3c2)COc2ccccc21 was read as KDM5B inh -21.5%.
For COc1ccc(-c2nc3ccccc3o2)cc1NC(=O)CC(C)C the results were KDM5B inh 5.5%.
Screening CC(=O)NC12CC3CC(C1)CC(C(=O)N1CCN(S(=O)(=O)c4cccc(F)c4)CC1)(C3)C2 returned KDM5B inh 105.6%[activator].
For COC(=O)C1CCN(Cc2nc3c(Br)cc(Br)cc3c(=O)[nH]2)CC1 the results were KDM5B inh -1.8%.
For COc1ccc(OC)c(S(=O)(=O)N2CCN(C(=O)NC3CCCC3)CC2)c1 the results were KDM5B inh 1.7%.
For O=C(CCC1CCN(S(=O)(=O)c2ccccc2)CC1)NC1CCS(=O)(=O)C1 (stereo unspecified) the results were KDM5B inh 9.0%.
`OCCC1CN(Cc2cccn2-c2nccs2)CCN1Cc1ccc(F)c(F)c1` (stereo unspecified) gave KDM5B inh 35.0%[activator].
COCC(=O)Nc1ccc(Cl)c(NC(=O)NC(C)Cn2cncn2)c1 (stereo unspecified) was read as KDM5B inh -3.9%.
CN1C(=O)c2cccn2CC1CNC(=O)c1cccs1 (stereo unspecified) was read as KDM5B inh 22.6%.
For Cc1ccc(CN(CCc2ccccc2)C(=O)CCl)s1 the results were KDM5B inh -12.9%.
For COc1ccc(N2C(=O)C(C)(C)CS2(=O)=O)cc1S(=O)(=O)Nc1ccc(F)c(Cl)c1 the results were KDM5B inh 13.4%.
Screening Cc1[nH]n(-c2ccccc2)c(=O)c1C=Nc1cccc(F)c1 returned KDM5B inh 3.4%.
COc1ccc2[nH]cc(CCNC(=O)CCC3CCN(C(=O)c4ccccc4)CC3)c2c1 was read as KDM5B inh -4.0%.
`O=C(COc1ccc(-c2ccccc2)cc1)c1ccc(F)cc1` gave KDM5B inh 15.2%.
Screening COc1ccccc1C(=O)N1CCC2(CCCCO2)CC1 returned KDM5B inh -17.5%.
Screening CCCn1c(=O)c2sc(N3CCCC3)nc2n(CC(=O)Nc2ccc3c(c2)OCO3)c1=O returned KDM5B inh 5.8%.
N#Cc1nc(-c2ccc(S(=O)(=O)N3CCCCC3)cc2)oc1NCCCN1CCOCC1 was read as KDM5B inh inactive.
COc1ccc(/C=N/OC(=O)c2ccc(Cl)cc2)c(Cl)c1OC was read as KDM5B inh 20.6%.
`O=C(Nc1ccc(-c2nc3ccccc3o2)cc1)C1CC1` gave KDM5B inh inconclusive.
`O=C(CN1CCCC1=O)N1CCC(C2CCNC2)CC1` (stereo unspecified) gave KDM5B inh -17.5%.
Screening CCN1CCN(CCCNC(=O)Cn2nc(C)n3c(cc4c(OC)cccc43)c2=O)CC1 returned KDM5B inh inconclusive.
For Cc1c(C(C)NC(=O)Cc2c[nH]c3ccccc23)cnn1-c1ccccn1 (stereo unspecified) the results were KDM5B inh -3.1%.
COc1ccc(/C(C)=N/NC(=O)CNC(=O)/C=C/c2ccccc2OC)cc1 was read as KDM5B inh -26.0%.
Screening Cc1ccc(OCc2nc(C3CN(C(=O)c4cc(C)n(C)n4)C3)no2)cc1 returned KDM5B inh -16.9%.
CCc1ccccc1NC(=O)CCc1c(C)nc2cc(-c3ccccc3)nn2c1C was read as KDM5B inh -17.8%.
`COc1ccc(Cl)cc1NC(=O)CN1C(=O)C(C)(C)c2cc(S(=O)(=O)N3CCCCC3)ccc21` gave KDM5B inh -23.7%.
`N#Cc1nc(COc2ccc3c(c2)OCO3)oc1NC1CCCCC1` gave KDM5B inh inconclusive.
`Cc1cccc(N2CCN(C(=O)CCn3c(=O)c4cccn4c4cccnc43)CC2C)c1` (stereo unspecified) gave KDM5B inh -16.4%.
Screening COc1ccc(NC(=O)Nc2cc(C(=O)NCc3ccc(C)cc3)ccc2N2CCCC2)cc1 returned KDM5B inh -23.6%.
Screening O=C(CCc1ncc(-c2ccccc2)o1)NCc1ccco1 returned KDM5B inh 8.1%.
For Cn1cc(C(=O)c2ccc(Cl)cc2Cl)cc1C(=O)NN the results were KDM5B inh inconclusive.
CCN1C(=O)CCN(C(=O)c2cnn(C)c2)CC12CCOCC2 was read as KDM5B inh 27.7%.
For O=C(N[C@H]1CCN2C(=O)c3cc(-c4ccc(Cl)cc4)ccc3NC(=O)[C@H]12)c1cnccn1 the results were KDM5B inh -3.9%.
`Nc1nonc1C(=O)N1CCCN(C(=O)Nc2ccc(Cl)cc2)CC1` gave KDM5B inh 12.1%.
Screening CN1CC(=O)N(c2ccccc2)Cc2c1ncnc2N1CCCC1CO (stereo unspecified) returned KDM5B inh 12.5%.
Screening COc1ccc(F)cc1S(=O)(=O)N1CCn2c(nn(C)c2=O)C1 returned KDM5B inh 43.0%[activator].
CCCCn1c(=O)n(CC(=O)Nc2ccccc2)c(=O)c2c1ncn2Cc1ccco1 was read as KDM5B inh 1.2%.
For CCCc1c(C(=O)OCC)[nH]c2c1C(=O)CC(c1ccc(OCC)cc1)C2 (stereo unspecified) the results were KDM5B inh 8.4%.
For COCC1CN(C2CCC2)CC12CCN(C(=O)c1ccc(OC)cc1C)CC2 (stereo unspecified) the results were KDM5B inh inconclusive.
For CCn1nc(C(=O)Nc2cc(C(=O)OC)ccc2C)c2ccccc2c1=O the results were KDM5B inh 4.4%.
For O=Cc1ccc(OCc2ccc(Cl)cc2Cl)cc1 the results were KDM5B inh inconclusive.
Screening COc1cccc(N2CCN(c3nc(-c4cccnc4)nc4ccccc34)CC2)c1 returned KDM5B inh 19.1%.
Screening Cc1cnc2c(C(=O)NCc3cccnc3Oc3ccccc3)cnn2c1 returned KDM5B inh inconclusive.
`CCn1c(=O)c(=O)[nH]c2cc(C(=O)N3CCC(C(=O)N4CCCCCC4)CC3)ccc21` gave KDM5B inh -15.5%.
For CCCCNC(=O)c1cccc(C(=O)OC)c1 the results were KDM5B inh 6.1%.
COC(=O)C1CCN([C@H]2[C@@H]3OC[C@@H](O3)[C@@H](NC(=O)Nc3cccc(OC)c3)[C@@H]2O)CC1 was read as KDM5B inh 15.4%.

Random excerpt: 5 records from the list, in no set order.
`O=C(CN1CCCC1=O)N1CCC(C2CCNC2)CC1` (stereo unspecified) gave KDM5B inh -17.5%.
For Cc1ccc(CN(CCc2ccccc2)C(=O)CCl)s1 the results were KDM5B inh -12.9%.
For CCn1nc(C(=O)Nc2cc(C(=O)OC)ccc2C)c2ccccc2c1=O the results were KDM5B inh 4.4%.
For COc1ccc(-c2nc3ccccc3o2)cc1NC(=O)CC(C)C the results were KDM5B inh 5.5%.
`CC(C)(C)c1ccc(Oc2ccc(NC(=O)CCC(=O)O)cc2)cc1` gave KDM5B inh 18.0%.

(more compounds)
Screening COC(=O)c1cc(NC(=O)c2ccccc2OC(F)F)ccc1F returned KDM5B inh 15.9%.
Screening COc1ccccc1CNC(=O)CSc1cc(=O)n(C)c2ccccc12 returned KDM5B inh -8.7%.
`COc1ccc(-c2nc(SCC(=O)N3CCCc4ccccc43)n3[nH]c(=O)cc3n2)cc1` gave KDM5B inh -9.9%.
`CC1=CC(C)C(CN(CCC[N+](C)(C)C)C(=O)Nc2ccccc2)C(C)C1` (stereo unspecified) gave KDM5B inh 12.2%.
`Cc1cc(=O)n(CC(=O)N2C[C@@H](C(=O)O)[C@H](C3CC3)C2)nc1C` gave KDM5B inh -13.1%.
Screening CCNC(=O)c1ccc(CSc2nc3cccnc3n2Cc2ccc(OC)cc2)cc1 returned KDM5B inh inconclusive.
Screening O=C(NCc1ccccn1)C1CCN(c2nccc(-c3cccnc3)n2)CC1 returned KDM5B inh inconclusive.
CSCCC(NC(=O)c1ccccc1Cl)C(=O)Nc1cc(C)cc(C)c1 (stereo unspecified) was read as KDM5B inh 0.6%.
O=C(Cn1ncc2c3ccccc3n(Cc3ccc(F)cc3)c2c1=O)NCc1ccccn1 was read as KDM5B inh inconclusive.
For O=C(CN1CCN(c2ccc(O)cc2)CC1)Nc1cccc(S(=O)(=O)N2CCCC2)c1 the results were KDM5B inh inconclusive.
`COCCN1C(=O)c2ccccc2C(C(=O)Nc2nnc(COC)s2)C12CCCCC2` (stereo unspecified) gave KDM5B inh -17.5%.
`COc1ccc(CNC(=O)N2CCC3(CC2)CC(OCC2CC2)CCO3)cc1` (stereo unspecified) gave KDM5B inh 12.3%.

The closing 6 compounds of the section above open the next one.
Screening O=C(NCc1ccccn1)C1CCN(c2nccc(-c3cccnc3)n2)CC1 returned KDM5B inh inconclusive.
CSCCC(NC(=O)c1ccccc1Cl)C(=O)Nc1cc(C)cc(C)c1 (stereo unspecified) was read as KDM5B inh 0.6%.
O=C(Cn1ncc2c3ccccc3n(Cc3ccc(F)cc3)c2c1=O)NCc1ccccn1 was read as KDM5B inh inconclusive.
For O=C(CN1CCN(c2ccc(O)cc2)CC1)Nc1cccc(S(=O)(=O)N2CCCC2)c1 the results were KDM5B inh inconclusive.
`COCCN1C(=O)c2ccccc2C(C(=O)Nc2nnc(COC)s2)C12CCCCC2` (stereo unspecified) gave KDM5B inh -17.5%.
`COc1ccc(CNC(=O)N2CCC3(CC2)CC(OCC2CC2)CCO3)cc1` (stereo unspecified) gave KDM5B inh 12.3%.
COc1ccccc1-c1cnc(Nc2cccnc2OC)c2c1CCO2 was read as KDM5B inh 35.5µM*.
Screening CN1c2cccnc2CN(Cc2ccco2)CC[C@H]1CO returned KDM5B inh 6.4%[115 µM].
For CN(C)CCCNS(=O)(=O)c1cc(Cl)c(Cl)cc1Cl the results were KDM5B inh 0.6%.
For CC(C)OC(=O)COc1ccc2c(=O)c(-c3ccc(Cl)cc3)coc2c1 the results were KDM5B inh -1.3%.
For CN1C[C@@H](NC(=O)c2ccc(F)cc2)C[C@H]1c1nc(-c2ccncc2)no1 the results were KDM5B inh 8.4%[86.2 µM].
`Cc1ccc2c(c1)N(C(=O)CCC(=O)Nc1ccc(F)cc1F)CC(C)O2` (stereo unspecified) gave KDM5B inh -18.4%.
Screening CN(Cc1ccccc1)C(=O)C1COC2(CCN(C(=O)CC(C)(C)C)CC2)N1C(=O)c1ccccc1 (stereo unspecified) returned KDM5B inh -17.2%.
For Cc1c(NC(=O)c2ccc(Cl)cc2)cc(C(C)C)c(O)c1S(=O)(=O)c1ccccc1 the results were KDM5B inh inconclusive.
For CC(C)(C)C(=O)[C@@H]1[C@@H](C(=O)c2ccccn2)[C@@]2(C(=O)Nc3ccccc32)[C@H]2c3ccccc3C=CN12 the results were KDM5B inh inconclusive.
c1ccc(-n2cc(CN3CCCC(OCc4cccnc4)C3)nn2)cc1 (stereo unspecified) was read as KDM5B inh 1.4%.
C=CC(=O)NC(=O)NCc1ccccc1 was read as KDM5B inh 27.2%.
For O=C(NCc1ccc(Cl)cc1)C(=O)Nc1ccc(Br)cc1 the results were KDM5B inh -5.4%[11.5 µM].
For Cc1ccc(C(=O)Nc2cnc3ccccn3c2=O)cc1 the results were KDM5B inh -21.3%.
For CCc1nc(-c2c3n(c(=O)n(CC(=O)Nc4ccc(Cl)cc4)c2=O)CCCCC3)no1 the results were KDM5B inh 7.7%.
`Cc1c(C(=O)Nc2ccccc2)sc2nc(-c3cc4ccccc4oc3=O)[nH]c(=O)c12` gave KDM5B inh 8.4%.
`Cc1ccc(N2C(=O)c3ccccc3NC2c2cnc3ccccc3n2)cc1` (stereo unspecified) gave KDM5B inh 17.6%.
`O=C(NCc1cccc(Cl)c1)c1cc2n(n1)CC(c1ccc3c(c1)OCO3)OC2` (stereo unspecified) gave KDM5B inh 20µM*.
COCCOc1ccc(C(=O)N[C@@H]2CN(C(=O)Nc3ccccc3C(=O)OC)CCC[C@H]2O)cc1 was read as KDM5B inh inactive.
Screening O=C(OCC(=O)N1CCOCC1)c1ccc(Cl)cc1[N+](=O)[O-] returned KDM5B inh 25.1%.
`CC(NC(=O)c1ccnc(N(C)C)c1)c1ccc2c(c1)CCC(=O)N2` (stereo unspecified) gave KDM5B inh -12.9%.
Screening COc1ccccc1CNC(=O)c1sc(NC2CCCC2)nc1C returned KDM5B inh -1.3%.
